# Bioassay records as filed in PubChem.
# Cycloheximide cs = affects cycloheximide protein synthesis inhibition readout, counter-screen; max response, %; cell reporter, cycloheximide protein synthesis inhibition counterscreen; AID 2314; 300,000 compounds, 12% hits; in the data active = max response mostly above about 13%, no sharp cut-off; inactive = mostly below about 14%; note: read at 38.3 µM for the half of the compounds with a filed dose; 0% is about no effect
# Pf growth 96h = P. falciparum growth inhibition at 96 hour, primary screen for plastid delayed-death inhibitors | P. falciparum luciferase reporter growth, 96 h | Potency, µM (series often up to 28.7 µM), for the others: top-dose activity change, negative = inhibition, hits mostly inhibitors | 320,000 compounds, 6.9% hits | AID 504834; note: potency is the fitted concentration of half-maximal effect; % is set by controls: 0 for no effect and ±100 for the full control effect
#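 Compounds incubated with erythrocytes infected by luciferase-expressing P. falciparum (2% hematocrit, 0.05% parasitemia final) for 96 hours, 37 C in 5% CO2. Growth inhibition scored as decreased luciferase luminescence.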
# TbPYK inhibitor = blocks Trypanosoma brucei pyruvate kinase; Q57TT1; TbPYK enzyme, Kinase-Glo Plus ATP luminescence, 45 min; Potency, µM (top dose mostly 76.8 µM), for the others: top-dose activity, negative = inhibition, actives largely listed as inhibitors; 410,000 compounds, 0.12% hits; note: potency is the fitted concentration of half-maximal effect; % is set by controls: 0 for no effect and ±100 for the full control effect; nearly all actives have a fitted effect of over 50% in size
#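 Readout: single end-point luminescence (Kinase-Glo Plus, 10 min). Reaction conditions were TbPYK/substrate plus 130 uM ADP, 45 min at RT, pH 7.2 TEA buffer. No-enzyme wells served as controls, and data were normalized before concentration-response fitting.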
# Pf growth 48h = inhibits P. falciparum growth in the first generation, 48 h. AID 504832. Potency, µM (titrated, usually from 28.7 µM), for inactives: at the top dose activity change, negative = inhibition, usual class: inhibitors. 310,000 compounds, 5.9% hits. P. falciparum luciferase growth in erythrocytes, 48 h; note: potency is the fitted concentration of half-maximal effect; % is set by controls: 0 for no effect and ±100 for the full control effect
#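 Luciferase-expressing parasites in RBCs, 2% Hct / 0.1% parasitemia final; RPMI 1640 + 0.5% Albumax; 37 C, 5% CO2, one generation; luminescence read-out, lower signal = inhibition.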
# HCV inhibitor = blocks hepatitis C virus; Huh7.5.1 HCVcc-Cre infection, luciferase reporter, 44 h; Potency, µM (highest dose often 41.8 µM), for the others: at the top dose activity change, negative = inhibition, hits mostly inhibitors; 340,000 compounds, 3.4% hits; AID 651820; note: potency is the fitted concentration of half-maximal effect; % is set by controls: 0 for no effect and ±100 for the full control effect
#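 HCVcc-Cre virus at an moi near 0.5 was added right after compound to cells cultured 4 h from seeding (1,000 cells/well). Luciferase activity was determined 44 h later, 15 min after substrate addition at RT.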
# Shiga inhibitor = inhibitors of Shiga toxin in Vero cells; Vero cells, Shiga toxin protein synthesis inhibition reporter; inhibition, % at 38.7 µM; 290,000 compounds, 9.2% hits; AID 2315; in the data active = inhibition mostly above about 28%, no sharp cut-off; inactive = mostly below about 43%; note: 0% is about no effect
# LmPK inhibitor = LmPK (Leishmania mexicana) enzyme inhibition; Potency, µM (titrated, usually from 57.5 µM), inactives show at the highest dose activity change, negative = inhibition, actives largely listed as inhibitors; AID 1721; 290,000 compounds, 0.37% hits; Q27686; purified LmPK, Kinase-Glo ATP luminescence, 1 h; note: potency is the fitted concentration of half-maximal effect; % is set by controls: 0 for no effect and ±100 for the full control effect
# Target sequence (Q27686 whole entry, looked up): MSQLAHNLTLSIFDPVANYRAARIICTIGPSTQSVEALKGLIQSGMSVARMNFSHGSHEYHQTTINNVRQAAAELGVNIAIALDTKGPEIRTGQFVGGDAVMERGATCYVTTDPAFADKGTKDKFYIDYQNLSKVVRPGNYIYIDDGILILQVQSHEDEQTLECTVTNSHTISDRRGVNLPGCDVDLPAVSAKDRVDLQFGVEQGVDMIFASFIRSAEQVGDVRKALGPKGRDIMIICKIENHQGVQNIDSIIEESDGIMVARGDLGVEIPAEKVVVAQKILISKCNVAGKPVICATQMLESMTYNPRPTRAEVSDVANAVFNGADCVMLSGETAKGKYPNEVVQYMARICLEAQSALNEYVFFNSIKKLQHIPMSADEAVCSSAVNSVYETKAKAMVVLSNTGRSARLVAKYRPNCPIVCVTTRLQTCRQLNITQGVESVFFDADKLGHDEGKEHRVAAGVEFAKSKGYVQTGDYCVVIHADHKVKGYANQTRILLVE
#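 0.1 nM LmPK, 0.5 mM PEP, 0.1 mM ADP; 50 mM imidazole pH 7.2, 7 mM MgCl2, 50 mM KCl; 1 h RT. Kinase-Glo luminescence readout, normalized to no-enzyme (full inhibition) and uninhibited wells.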
# * marks the source's active call; other numbers are inactive results; i = inactive; u = inconclusive; x = no result given; & = joins results of further samples; [ ] = dose if it differs, or a comment. Unless noted, calls come from the whole dose curve; as a rule, active = well fitted curve in the direction sought with a large enough effect; inconclusive = small, poorly fitted or top-dose-only effect, or another doubt; inactive = no such curve, though single readings can be large; an effect the other way counts as inactive or inconclusive.
# Every second line gives: Cycloheximide cs	Pf growth 96h	TbPYK inhibitor	Pf growth 48h	HCV inhibitor	Shiga inhibitor	LmPK inhibitor
> C[C@]1(C(=O)NCCc2c[nH]c3ccccc23)C=C[C@@H](Cc2ccccc2)N1C(=O)c1ccccc1
  12	u	0%	u	-3%[8.37 µM]	21	4%
> CC(C)CC(=O)c1c[nH]c(C(=O)NCCc2ccccn2)c1
  28*	11%	-11%	13%	4%	25	-1%
> COc1ccc2[nH]c(-c3ccc(C)cc3)cc(=O)c2c1
  32*	-62%	-15%	35%[activator]	-8%	47	-30%
> COC(=O)C1=C(c2ccc(F)cc2F)C[C@@H]2CC[C@H]1N2C(=O)NCc1ccc(C(F)(F)F)cc1
  x	u	2%	12µM*	-27%	x	x
> NC(=O)C1CCN(CC(=O)Nc2cc(S(=O)(=O)N3CCOCC3)ccc2N2CCCC2)CC1
  x	u	7%	-14%	1%	x	x
> CC(=O)Nc1ccc(N2CCC(C)CC2)c([N+](=O)[O-])c1
  22	4%	4%	-19%	13%	54	-1%
> N#CCCn1c(Cl)nc2ccccc21
  6	6%	-4%	23%	13%	-3	3%
> COc1ccccc1-n1c(CNC(=O)c2ccco2)nnc1SCC(=O)Nc1nccs1
  -4	4%	5%	x	u	-13	1%
> CCc1cc(CNC(=O)C2CCC(=O)N(Cc3ccc(Cl)cc3)C2)on1 (configuration not stated)
  -3	8%	0%	8%	3%	6	-2%
> NNC(=S)Nc1ccc(Cl)cc1
  -3	u	-10%	-8%	16%	21	-3%
> COCCNC(=O)/C(C#N)=C/c1c(N2CCN(c3ccccc3)CC2)nc2c(C)cccn2c1=O
  -6	u	-13%	13µM*	-20%	-7	9%
> O=C(NC(Cc1ccccc1)C(=O)O)/C(=C/c1ccc(Cl)cc1)NC(=O)c1ccco1 (configuration not stated)
  -4	-17%	-14%	42%[activator]	17%	-5	1%
> CC(C)C(NC(=O)C1CCC(C(C)(C)C)CC1)C(=O)NCCc1ccc(S(N)(=O)=O)cc1 (configuration not stated)
  -3	u	-9%	24%[0.00184 µM]	-2%	-7	2%
> Cc1nc([N+](=O)[O-])c(NCCCO)n1Cc1ccccc1
  -1	39%	2%	2%	17%	-25	-1%
> O=C(CN1C(=O)S/C(=C\C=C\c2ccccc2)C1=O)N1CCOCC1
  2	-4%	0%	54%[activator]	15%	24	-4%
> CC1CCN(C(=O)C2COc3ccccc3O2)CC1 (configuration not stated)
  x	8%	3%	27%	3%	x	x
> Cc1ccc(NC(=S)N(CCN2CCOCC2)Cc2ccccc2F)cc1Cl
  3	u	6%	12µM*	-8%	11	2%
> COc1ccc(OCCSc2nnc(-c3ccoc3C)n2C)cc1
  0	u	-5%	8.3µM*	8%	7	-3%
> C=CCNS(=O)(=O)c1cc2c3c(c1)CCN3C(=O)CC2
  1	23%	0%	11%	14%	-5	1%
> CCCN1Cc2cccc(C(=O)NC(CC(=O)OCC)c3ccc(OCC)c(OC)c3)c2C1=O (configuration not stated)
  4	-21%	-8%	u	u	10	1%
> COc1ccc(-c2cc(NCCc3ccncc3)n3ncnc3n2)cc1
  0	u	0%	15%	0%	-21	1%
> COc1ccc(-n2nc(C(=O)NCC(=O)NCCCN3CC(C)CC(C)C3)c3ccccc3c2=O)cc1OC (configuration not stated)
  -3	-1%	4%	-4%	-14%	-13	4%
> O=C(COc1ccc([N+](=O)[O-])cc1)Nc1ccc(CN2CCOCC2)cc1
  -5	46%[activator]	3%	-5%	u	4	-2%
> COc1ccc(CNc2nccs2)cc1OC
  -2	12µM*	-1%	41%[activator]	-19%	45	1%
> C=CCNC(=O)COC(=O)c1ccc(Cl)c(S(N)(=O)=O)c1
  10	u	-7%	u	16%	-3	2%
> CCCCn1c(N)c(N(CC(C)C)C(=O)CCNC(=O)c2ccc(Cl)cc2)c(=O)[nH]c1=O
  x	-12%	1%	-9%	-8%	x	x
> O=C(c1cccc(S(=O)(=O)N2CCN(c3ccc(F)cc3)CC2)c1)N1CCCC(C(F)(F)F)C1 (configuration not stated)
  x	u	8%	u	u	x	x
> O=C(Cc1cc(=O)[nH]c(=O)[nH]1)N1CCN(CCO)CC1
  1	30%	-1%	23%	11%	-8	-3%
> CC(C(=O)OCC(=O)Nc1ccc(S(=O)(=O)N2CCCCC2)cc1)N1C(=O)c2ccccc2C1=O (configuration not stated)
  -3	-2%	-4%	x	4%	3	4%
> Cc1ccc2cc3c(NS(=O)(=O)c4cccc5nonc45)nn(CC(C)C)c3nc2c1
  0	u	-4%	-21%	21%	-7	2%

# (next part)
# Every second line gives: Cycloheximide cs	Pf growth 96h	TbPYK inhibitor	Pf growth 48h	HCV inhibitor	Shiga inhibitor	LmPK inhibitor
> COc1cc2c(cc1OC)C(C(=O)NCc1ccco1)C(c1cccs1)N(C)C2=O (configuration not stated)
  9	68%[activator]	1%	-12%	6%	-4	1%
> NS(=O)(=O)c1ccc(NS(=O)(=O)c2ccc(NC(=O)c3ccc(-c4ccccc4)cc3)cc2)cc1
  -2	19%	0%	u	-16%	-6	4%
> CCCC12CN(C(=O)c3ccc(OC)cc3)CC(C)(CN(C(=O)c3ccc(OC)cc3)C1)C2=O
  -4	x	3%	u	-19%&-4%	-12	4%
> Fc1ccccc1Cc1ccc(Cl)nn1
  -3	14%	0%	5%	5%	-2	3%
> CCOC(=O)C(N)CSC1CC(=O)N(c2ccc(OC)cc2)C1=O (configuration not stated)
  -1	129%[activator]	4%	-24%	2%	-6	3%
> COc1ccc(Nc2ncc3c(n2)CC(c2ccc(C)cc2)CC3=O)cc1 (configuration not stated)
  2	u	-2%	u	-21%	-6	0%
> Cc1ccc(/C=N/Nc2ccc(C(=O)O)cc2)o1
  30*	u	-7%	x	24%	76*	-26%
> COc1ccc([C@]23Cc4cc(OC)c(OC)cc4C(O2)c2c(c4ccccc4oc2=O)O3)cc1
  -3	u	x	31%[activator][5.75 µM]	x	i	15%[11.5 µM]
> CCc1ccc(-c2cc(C)no2)cc1S(=O)(=O)Nc1ccccn1
  -13	u	1%	18%	4%	-4	-11%
> CC1(C)Cc2ccccc2-c2[nH]c(=S)[nH]c(=O)c21
  -2	u	-12%	7%	26%	-5	10%
> C=CCOc1nc2c(c(=O)n(C)c(=O)n2C)n1Cc1ccc(Cl)cc1Cl
  -2	u	1%	4%	u	-1	3%
> COc1ccc(C2NC(=O)c3ccccc3N2)cc1OC (configuration not stated)
  22	106%[activator]	3%	x	-21%	1	-6%
> CCn1cc(C(=O)Nc2cccc(C)c2)c(=O)c2ccc(C)nc21
  -1	56%[activator]	x	9%	x	27	2%
> Cc1ccc(C2CC(=O)NC(SCCC(C)C)=C2C#N)cc1 (configuration not stated)
  -4	u	-21%	x	u	-12	8%
> CC(C)CCN1CC(C(=O)NCCC2=CCCCC2)CC1=O (configuration not stated)
  21*	-3%	-5%	-14%	7%	66*	10%
> FC(F)(F)c1ccc2c3n(nc2c1)CCN=C3c1ccc(Cl)cc1
  x	u	-15%	u	u	x	x
> COC(=O)c1ccc(CC(=O)c2nc3ccccc3s2)cc1
  20*	u	-2%	-8%	15%	20	-1%
> CCN(CC)C(=O)Cn1nnc(-c2ccc(C)o2)n1
  -1	-14%	-12%	5%	5%	-8	1%
> COc1ccc(CNC(=O)c2ccncc2)cc1
  1	3.3µM*	-3%	1%	-7%	-1	5%
> CCOC(=O)N1CCN(c2nc(-c3ccc(F)cc3)cs2)CC1
  23*	92%[activator]	-12%	13%	u	48*	2%
> Cc1cc(NC(=O)Nc2cc(F)ccc2C)n(C)n1
  -1	25%	-7%	-10%	-28%	-2	-1%
> O=S(=O)(NC1CCCCC1N1CCN(c2ccc(F)cc2)CC1)c1ccc(Cl)cc1 (configuration not stated)
  9	u	6%	13µM*	-9%	32	5%
> Cc1ccccc1NC(C)C(=O)N/N=C/c1c[nH]c2ccccc12 (configuration not stated)
  -5	115%[activator]	-2%	u	0%	-9	-3%
> c1cnc2cc(-c3ccsc3)ncc2c1
  x	u	3%	27%	2%	x	x
> O=C(Nc1ccccc1N1CCOCC1)c1ccc([N+](=O)[O-])cc1
  -3	143%[activator]	0%	38%[activator]	2%	-5	1%
> COc1ccc(S(=O)(=O)Nc2cc3c4c(c2)CCN4C(=O)CC3)cc1OC
  x	-2%	1%	13%	u	x	x
> C/C(=N\NC(=O)c1cccc(S(=O)(=O)Nc2ccccc2Cl)c1)c1ccco1
  2	-12%	-9%	13%	-1%	2	-2%
> CCC(C)N=C1CC(C)(C)CC(=O)/C1=C(/O)Cc1ccccc1 (configuration not stated)
  5	u	1%	-26%	4%	-13	1%
> Cc1ccc(/C(O)=C2\C(=O)C(=O)N(c3cc(C)on3)C2c2cccc(Br)c2)cc1 (configuration not stated)
  2	143%[activator]	-7%	2%	5%	39*	4%
> O=C1OCc2cc(NC(=O)C34CC5CC(CC(C5)C3)C4)ccc21
  10	u	-5%	17%	27%	19	3%

# (next part)
# Every second line gives: Cycloheximide cs	Pf growth 96h	TbPYK inhibitor	Pf growth 48h	HCV inhibitor	Shiga inhibitor	LmPK inhibitor
> COc1cc2c(cc1OC)CN(C(=O)c1cc(S(=O)(=O)N3CCOCC3)c(Cl)cc1Cl)CC2
  3	5.2µM*	-1%	u	25µM*	-2	3%
> O=C(NC(=S)NCCC1=CCCCC1)c1cccnc1
  14*	u	-1%	u	10%	40*	9%
> Cc1ccc(CN2CCN(/N=C/c3ccc(O)c(O)c3)CC2)cc1
  -4	7%	u	5%	-23%	17	-27%
> Cc1ccc(S(=O)(=O)NCCN2CCOCC2)s1
  -3	9%	-3%	45%[activator]	-5%	-6	-4%
> O=C(COC(=O)Cc1ccc(S(=O)(=O)N2CCOCC2)s1)Nc1ccc2c(c1)OCO2
  -1	-13%	2%	x	10%	43	-1%
> CCn1ccc(C(=O)NCc2ccc3c(c2)OCO3)n1
  8	-5%	-8%	46%[activator]	12%	-6	-3%
> CCc1ccc(NC(=O)CSc2nc(CSc3ccc(C)cc3)cc(=O)[nH]2)cc1
  -2	111%[activator]	3%	45%[activator]	14%	-3	1%
> CCOc1ccc(OCCSc2ccc(S(=O)(=O)N3CCN(C)CC3)cn2)cc1
  x	15µM*	-2%	u	11µM*	x	x
> Cc1cccc(NC(=O)C2CCN(C(=O)c3ccc(F)cc3)CC2)n1
  x	-5%	3%	6%	6%[8.37 µM]	x	x
> Cc1onc(-c2c(F)cccc2Cl)c1C(=O)c1ccccc1
  1	-8%	-1%	13%	-13%	-1	5%

# Quoted from the listing:
# For Shiga inhibitor, `CCn1ccc(C(=O)NCc2ccc3c(c2)OCO3)n1` is listed with -6
# For Shiga inhibitor, `COc1cc2c(cc1OC)CN(C(=O)c1cc(S(=O)(=O)N3CCOCC3)c(Cl)cc1Cl)CC2` is listed with -2
# For Cycloheximide cs, `Cc1ccc(CN2CCN(/N=C/c3ccc(O)c(O)c3)CC2)cc1` is listed with -4
